Assay outcomes as filed in PubChem BioAssay.
USP10 block – human USP10 deubiquitinase inhibition; purified USP10, Ub-rhodamine fluorescence, 60 min; inhibition, % at 20 µM; 1.1% of 47,000 active; AID 1645856
USP30 inh – inhibitors of human USP30 deubiquitinase; AID 1645860; 5.3% of 47,000 active; Q70CQ3; inhibition, % at 25 µM; purified USP30, Ub-rhodamine cleavage fluorescence
OTUD3 inh – human OTUD3 deubiquitinase inhibition; purified OTUD3, Ub-rhodamine fluorescence, 2 h; inhibition, % at 25 µM; 0.7% of 47,000 active; AID 1645858
USP17 block – blocks human USP17 ubiquitin-rhodamine cleavage; 6.5% of 47,000 active; inhibition, % at 50 µM; purified USP17, Ub-rhodamine cleavage fluorescence, 3 h
Target sequence (A8MUK1 whole entry, looked up): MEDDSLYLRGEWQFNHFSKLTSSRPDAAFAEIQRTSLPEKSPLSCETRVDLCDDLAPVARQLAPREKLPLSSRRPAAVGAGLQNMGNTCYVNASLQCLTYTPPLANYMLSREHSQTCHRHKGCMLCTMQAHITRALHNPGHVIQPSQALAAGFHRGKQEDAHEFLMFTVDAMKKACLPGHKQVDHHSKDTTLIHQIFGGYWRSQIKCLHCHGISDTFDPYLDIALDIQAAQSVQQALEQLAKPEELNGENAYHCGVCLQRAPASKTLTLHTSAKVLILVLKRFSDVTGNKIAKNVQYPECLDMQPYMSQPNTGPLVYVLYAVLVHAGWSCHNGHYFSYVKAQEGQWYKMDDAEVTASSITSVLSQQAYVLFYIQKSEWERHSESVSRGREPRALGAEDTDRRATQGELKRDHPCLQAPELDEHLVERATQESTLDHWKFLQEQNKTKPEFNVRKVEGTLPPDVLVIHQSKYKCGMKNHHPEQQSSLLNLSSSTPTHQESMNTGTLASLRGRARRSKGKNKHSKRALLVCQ
USP28 block – inhibitors of human USP28 deubiquitinase | Q96RU2 | purified USP28, Ub-rhodamine cleavage fluorescence, 30 min | inhibition, % at 25 µM | 3% of 47,000 active | AID 1645857
UCHL1 inh – blocks human UCHL1 ubiquitin-rhodamine cleavage. P09936. purified UCHL1, Ub-rhodamine cleavage fluorescence. inhibition, % at 20 µM. 0.2% of 47,000 active. AID 1645859
Target sequence (P09936 whole entry, looked up): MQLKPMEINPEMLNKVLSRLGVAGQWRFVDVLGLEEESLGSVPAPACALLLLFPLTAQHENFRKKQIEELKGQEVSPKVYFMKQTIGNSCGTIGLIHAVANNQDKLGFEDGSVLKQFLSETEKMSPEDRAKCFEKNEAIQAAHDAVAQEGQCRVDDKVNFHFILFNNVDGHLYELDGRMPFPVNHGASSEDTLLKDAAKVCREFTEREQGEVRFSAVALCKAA
USP8 inh – blocks human USP8 ubiquitin-rhodamine cleavage. purified USP8, Ub-rhodamine cleavage fluorescence, 30 min. inhibition, % at 20 µM. P40818. AID 1645853. 4.2% of 47,000 active
USP7 block – inhibitors of human USP7 deubiquitinase; 0.3% of 47,000 active; purified USP7, Ub-rhodamine cleavage fluorescence; AID 1645854; inhibition, % at 20 µM; Q93009
Numbers without * were called inactive; i = inactive; nt = no result given. No stated cut-off is given here; in the data, active means inhibition above about 30%; inactive means the rest.

USP10 block,USP30 inh,OTUD3 inh,USP17 block,USP28 block,UCHL1 inh,USP8 inh,USP7 block,SMILES
1,2,2,-7,-1,-3,-31,0,CN(C)c1cc(C(=O)NCc2cccnc2)nc2ccnn12
1,22,8,13,12,3,-7,2,O=c1[nH]c(N2CCc3ccccc3C2)nc2c1CCN(S(=O)(=O)c1ccccc1)CC2
2,21,9,10,6,1,18,7,CC(C)(CC(=O)O)CC(=O)N1CCN(c2ncccc2C#N)CC1
-1,2,-6,0,3,0,10,1,O=C1c2ncccc2N(S(=O)(=O)c2cccc(F)c2)C[C@@H]2C[C@]12c1ccccc1
-2,-3,-3,-1,-2,2,12,4,COc1ccccc1N1CCN(C(=O)CCC(=O)Nc2ccc3nc(N4CCOCC4)cc(C)c3c2)CC1
6,36*,15,11,17,5,0,4,COc1ccc(N2CCN(C(=O)c3nnn(-c4ccc(OC)cc4)n3)CC2)cc1
-3,-12,-14,-14,-6,-5,-16,-6,CC1CCN(CCNc2ncnc3onc(-c4cc(F)cc(F)c4)c23)CC1
0,3,-7,1,-3,0,10,3,O=C(Nc1nnc2ccccn12)c1ccccc1Br
-10,-46,8,-4,0,-2,-6,-2,O=C(O)CNC(=O)N[C@H]1C[C@H]2CN(Cc3ccccc3)Cc3ccccc3CN2C1
8,-2,-13,0,-6,0,0,9,O=C(COc1ccccc1)Nc1nnc(-c2ccc(Br)cc2)s1
-9,-101,17,7,-10,-1,-4,-18,CC(=O)Nc1ccc(C(=O)N2CCN(c3ccc(-c4nc(C)c(C)s4)cn3)CC2)cc1
0,5,0,-1,-6,1,1,-1,Cc1ccc(C(=O)N2CCC(Oc3ncccc3C(N)=O)C2)cc1 (stereo not drawn)
-4,-102,-23,-13,-26,-11,-13,-10,CS(=O)(=O)c1ccccc1CN1CCC(N(Cc2cccnc2)C(=O)c2ccco2)CC1
3,-9,1,-6,-3,-3,-1,-8,Cc1cc(C)c2c(-n3cccc3)nn(CC(=O)NCC3CCCO3)c2n1 (stereo not drawn)
-4,-18,-10,0,-5,-2,1,0,O=C(Cn1cncn1)N1CCCC1c1noc(C2CC2)n1 (stereo not drawn)
3,35*,13,84*,3,2,32*,4,O=C(COc1ccccc1-c1nnc(-c2ccccc2)o1)Nc1ccc(F)cc1F
12,-14,-2,-2,2,1,13,3,O=C(c1ccccc1)N1CCC(c2nc3c(nnn3Cc3c(Cl)cccc3Cl)c(=O)[nH]2)CC1
-5,i,-174,-136,-238,-46,-279,-43,COc1ccccc1S(=O)(=O)N1CCN2Cc3ccccc3N(C)CC2C1 (stereo not drawn)
1,21,5,4,5,-1,1,3,Cn1c(=O)c2c(nc(N3CCOCC3)n2CC(=O)c2ccccc2)n(C)c1=O
1,-4,-13,-6,-4,-1,1,-1,COc1ccc(S(=O)(=O)NCC(c2ccc3c(c2)CCN3C)N2CCCC2)c(OC)c1 (stereo not drawn)
4,6,2,5,1,-1,4,5,CC(C)C(=O)N1CCN(Cn2nnc(-c3ccc(Cl)cc3)n2)CC1
-7,-7,-21,-15,-10,-38,-10,-31,Cc1cccc(NC(=O)c2sc3nc(-c4ccccc4)cn3c2C)c1
3,11,3,84*,6,0,13,5,Cc1cccc(S(=O)(=O)N2CCc3nc4ccccc4n3CC2)c1
-2,-352,-68,-75,-64,-7,-32,-9,O=S1(=O)[C@@H]2CCN(Cc3ccccc3)CC[C@@H]2CN1Cc1ccc(Cl)cc1
0,6,9,0,4,0,-2,2,CN(C)c1ncc(CN2CCN(C)C(c3ccccc3)C2)cn1 (stereo not drawn)

The list continues.
USP10 block,USP30 inh,OTUD3 inh,USP17 block,USP28 block,UCHL1 inh,USP8 inh,USP7 block,SMILES
2,11,-1,2,1,-2,-32,1,CC1CCN(S(=O)(=O)c2nn(Cc3ccccc3)cc2C(=O)O)CC1
10,26,0,6,19,6,4,-181,N#CCCN(C(=O)c1cc2c(s1)-c1ccccc1OC2)c1ccccc1
1,5,-2,10,1,-1,-1,-4,O=C(NC1CCCC1)C1c2c(ccc3ccccc23)OCC(=O)N1c1cccc(F)c1 (stereo not drawn)
0,14,11,9,15,1,11,0,O=C(Cn1c(=O)n(Cc2ccco2)c(=O)c2ccc(Cl)cc21)NCC1CCCO1 (stereo not drawn)
-12,i,-200,-145,-201,-148,-181,-144,CC(C)N1CC2CN(C(=O)c3ccccc3)CCN2Cc2ccccc21 (stereo not drawn)
2,7,1,3,4,0,3,1,Cn1c(SCCOc2ccccc2)nnc1-c1ccc2c(c1)OCCCO2
12,48*,21,nt,60*,7,23,0,O=C(CSc1cn(Cc2ccccc2)c2ccccc12)Nc1ccc2c(c1)OCCO2
-1,4,1,4,-2,0,0,1,CCNc1nc2c(c(=O)[nH]c(=O)n2C)n1CC(O)COc1ccc(C)c(C)c1 (stereo not drawn)
8,35*,7,15,7,6,20,10,Cc1c(Cl)cccc1S(=O)(=O)N1CCC2(CC1)CC2c1nc(-c2cccnc2)no1 (stereo not drawn)
-2,-30,-4,-3,1,-2,-66,-7,c1ccc(-c2ccc(-c3nc(-c4ccc5c(c4)OCCCO5)cs3)s2)nc1
-3,-10,-8,-4,-7,-4,-3,-4,CCN1CCN(C(=O)C2CCN(c3ccc(-c4cccs4)nn3)CC2)CC1
0,-9,-5,-12,-5,-2,-2,-3,O=C(Cn1nc(C2CC2)cc1C(=O)N1CCCC1)Nc1ccccc1
-2,-6,-3,0,0,-4,4,-16,Cc1nn(-c2ccccc2Cl)cc1-c1noc(C(=O)NCC2CCCO2)n1 (stereo not drawn)
-11,-212,-49,-15,-61,-57,-30,-54,CN1CCc2c(sc3c2c(=O)n(-c2ccccc2)c2nnc(SCC(=O)c4ccccc4)n32)C1
-3,i,-160,-123,-172,-44,-107,-79,Cc1ccc(-c2nc(N3CCOCC3)sc2-c2ccc([N+](=O)[O-])cc2)cc1
-15,i,-243,-162,-193,-29,-214,-36,O=C(Cc1ccc(Cl)c(Cl)c1)OCC(=O)c1c[nH]c2ccccc12
0,14,9,2,11,0,-24,4,CN1CC2(CCN(C(=O)c3ccc[nH]3)CC2)COc2ccccc2S1(=O)=O
-1,-14,-2,-9,-6,4,7,6,CCOc1ccc(CNC(=O)C2CCCN(c3nc4ccc(C)cc4[nH]3)C2)cc1 (stereo not drawn)
0,6,0,5,0,0,13,3,Cc1ccc(S(=O)(=O)N2CCCC(c3nnc4ccccn34)C2)cc1 (stereo not drawn)
1,34*,14,13,11,1,-123,0,Cc1ccc(N2CCCS2(=O)=O)cc1NC(=O)COc1ccccc1F
2,3,-6,-3,-6,0,2,-1,COc1ccc(CNc2nc3c(c(=O)n2C)CN(C(=O)c2cccn2C)CC3)cc1
5,8,1,1,-2,0,1,2,NCC1CCC(C(=O)Oc2ccc(CCC(=O)O)cc2)CC1 (stereo not drawn)
4,32*,9,-2,20,0,-34,5,CCOC(=O)c1ccc(NC(=O)C[n+]2cc(-c3ccc(C)cc3)n3c2CCC3)cc1
-2,-35,2,7,31*,-8,26,10,COC(=O)c1c(-c2c(Cl)cccc2Cl)noc1/C=C/Nc1ccc(C(=O)O)cc1
0,1,0,0,-5,-2,-15,0,O=C(c1ccn[nH]1)N1CC[C@@H]2CN(Cc3cccnc3)S(=O)(=O)[C@@H]2CC1

Carrying on.
USP10 block,USP30 inh,OTUD3 inh,USP17 block,USP28 block,UCHL1 inh,USP8 inh,USP7 block,SMILES
4,10,1,-1,0,-2,1,-13,O=C(Nc1c(C(=O)N2CCOCC2)oc2ccccc12)c1ccccc1F
-1,nt,-2,-7,nt,0,-7,nt,CCOc1ccc(-c2csc3ncn(Cc4c(F)cccc4Cl)c(=O)c23)cc1
-8,-43,-11,-23,-9,-1,-22,-8,COc1ccc(Nc2nc(C(=O)NCCCN3CCCC3=O)cc3occc23)cc1
6,-108,-32,-47,-45,0,-21,1,O=C(/C=C/c1ccccc1)Nc1ccc(SC(C(=O)Nc2ccc3c(c2)OCO3)c2ccccc2)cc1 (stereo not drawn)
3,28,9,0,6,3,13,8,COC(=O)N1C2CCC3(CC2)OC(=O)N(C)CC13 (stereo not drawn)
3,15,15,16,13,2,19,6,CC(=O)Nc1c(-c2ccncc2)nsc1C(=O)NCc1ccc(C)c(C)c1
-2,-8,0,8,9,0,-6,-58,c1cc(N2CCCCCC2)ncc1-c1noc(CN2CCCC2)n1
-3,-32,-4,-8,-5,-1,-26,-31,COc1ccc(-c2nnc(SC(C)C(=O)Nc3cccc(C(C)=O)c3)n2C2CCCCC2)cc1OC (stereo not drawn)
-2,0,0,-4,1,-1,2,1,O=C(NC1CCCCC1)N1CCN(c2cnn3c(C4CC4)nnc3c2)CC1
2,13,7,8,9,-2,15,3,COc1ccc(C2CC(=O)c3ccccc3O2)c(C(=O)O)c1OC (stereo not drawn)
-1,19,8,16,5,-1,4,3,NC(=O)C1CN(C(=O)C2(Cc3ccccc3)CCOCC2)C1
-1,-23,1,-1,0,-1,-2,-2,COc1ccccc1-c1noc2ncnc(NCc3ccco3)c12
1,nt,-1,31*,nt,-2,-1,2,O=C(NC1CCCC1)c1cccc(NC(=O)c2nsc3ccccc23)c1
0,7,-2,5,1,-1,-2,-6,Cn1cccc1C(=O)C(=O)Nc1ccc(F)cc1F
10,8,-2,12,5,4,17,11,O=C(Cn1nc2ccc(C(=O)NCc3ccccc3)cn2c1=O)Nc1ccc(F)cc1
1,-5,-2,-2,-7,-2,6,-1,O=S(=O)(NCc1ccccc1Cl)c1c[nH]c2ncccc12
-2,-30,-12,-32,-17,-5,-70,-4,c1ccc(Nc2ccn3nc(C4CC4)cc3n2)cc1
2,5,-1,1,5,-2,-1,0,COc1cccc(O[C@@H]2C[C@@H](NC(=O)c3ccccc3)[C@H](O)[C@H]2O)c1
2,40*,19,40*,17,0,71*,4,O=C(NCc1ccc(F)cc1)Nc1cccc2ccccc12
0,15,8,13,10,1,22,4,CNc1nc(C2CCN(C)CC2)nc2c1CCN(C(=O)c1c(C(C)C)noc1C)C2
